inhibitors of VEEV: inhibitors of VEEV TC-83 cytopathic effect, confirmation, Vero cells (AID 588727). Vero cells, VEEV TC-83 cytopathic effect inhibition; higher % means a stronger effect. inhibition, % at 20 µM, or IC50 in µM where a hit was titrated. hit rate 0.13% among 350,000; in the data active = a potency from the dose series; inconclusive = inhibition mostly from about 14% at the one dose, without a potency; inactive = the rest, 99 in 100 with inhibition below about 12%; note: strong numbers were not always called active
PhoP GFP inhibition: Inhibition of PhoP regulon, Salmonella typhi GFP reporter cells, confirmation, 4 h (AID 1850). Salmonella Typhi PhoP-promoter GFP reporter, fluorescence, 4 h; higher % means a stronger effect. one-dose inhibition, % at 50 µM; IC50 in µM for titrated hits. hit rate 0.33% among 310,000; in the data active = a potency from the dose series; inconclusive = inhibition mostly from about 25% at the one dose, without a potency; inactive = the rest, 99 in 100 with inhibition below about 19%;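 note: 0% = induced wells with vehicle and 100% = uninduced wells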
influenza NS1A: H1N1 influenza NS1A inhibitors, functional cell based assay (AID 504329). NS1A functional cell-based assay, percent inhibition; higher % means a stronger effect. one-dose inhibition, % at 12.5 µM; IC50 in µM for titrated hits. hit rate 0.3% among 340,000; in the data active = a potency from the dose series; inconclusive = inhibition above about 27% without an active follow-up result; note: strong numbers were not always called active
M. tuberculosis HTS: M. tuberculosis growth inhibition, HTS (AID 449762); inhibition, % at 25 µM, or IC50 in µM where a hit was titrated; hit rate 0.59% among 330,000; M. tuberculosis H37Rv growth inhibition, 7H9 media; higher % means a stronger effect; in the data active = a potency from the dose series; inconclusive = inhibition above about 70% without an active follow-up result;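 note: bacterial growth assessed after seven days of incubation; strong numbers were not always called active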
tuberculosis growth: growth inhibition of non-replicating M. tuberculosis (AID 488890); Mycobacterium tuberculosis non-replicating, growth inhibition; higher % means a stronger effect; hit rate 0.39% among 320,000; inhibition, % at 25 µM; hits with a dose series show IC50 in µM; in the data active = a potency from the dose series; inconclusive = inhibition mostly from about 82% at the one dose, without a potency; inactive = the rest, 99 in 100 with inhibition below about 76%;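 note: plate controls were DMSO cells for no effect and high antibiotic wells for full effect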
inhibitors of VEEV 10K pilot screen: second read-out of inhibitors of VEEV, no call of its own (marks repeat the call); inhibition, %; measured here: 10K pilot screen inhibition
* hit, by the source's call; i = inactive; u = inconclusive; x = no result given.

SMILES	inhibitors of VEEV	PhoP GFP inhibition	influenza NS1A	M. tuberculosis HTS	tuberculosis growth	others
Cc1cc(C)c(C#N)c(SCC(=O)Nc2ccc(S(=O)(=O)Nc3ncccn3)cc2)n1	1.4%	2%	-9%	-2%	33%
O=C1NC(=Nc2ccccc2Cl)S/C1=C\c1cccc([N+](=O)[O-])c1	i	12%	-12%	62%	70%
Cc1ccc(N2C(=O)CS/C2=N\C(=S)Nc2ccccc2)cc1	i	-8%	x	5%	2%
COc1ccccc1CNC(=O)[C@H](C)NC(=O)C1CCN(C(=O)[C@@H]2CCCN2C(=O)OC(C)(C)C)CC1	i	16%	0%	-13%	53%
CC(=O)N/C(=C\c1ccccc1)C(=O)OCC(=O)N(C)C1CCS(=O)(=O)C1 (centres undefined)	i	x	-8%	10%	9%
CC/C=C/CC(=O)N[C@@H](c1ccccc1)[C@@H](O)C(=O)O[C@H]1C[C@@]2(O)[C@@H](OC(=O)c3ccccc3)C3[C@](C)(C(=O)[C@H](OC(C)=O)C(=C1C)C2(C)C)[C@@H](O)C[C@H]1OC[C@@]31OC(C)=O (some centres undefined)	0.3%	4%	-3%	-5%	-7%
CC1CN(Cc2ccccc2)C(=O)NC1=O (centres undefined)	i	x	-1%	x	x
C[C@]12c3[nH]c4ccc(Cl)cc4c3CCN1C(=O)[C@@H](CC(=O)NCC13CC4CC(CC(C4)C1)C3)C[C@@H]2C(=O)N1CCOCC1	6.9%	x	2%	x	x
CCC(C)N(C)Cc1cccc(C2(O)CCN(S(=O)(=O)c3ccc(F)cc3)CC2)c1 (centres undefined)	i	-2%	-3%	-10%	2%
Cc1cc(C)c(S(=O)(=O)n2nc(C)c(Br)c2C)c(C)c1	1.7%	-12%	6%	11%	4%
CCOC(=O)Cn1c2c(c(-c3ccccc3OC)cc1=O)CCCC2	1.8%	5%	-5%	u	72%
Cc1ccc(S(=O)(=O)N(c2ccc(Br)cc2)C2C=CS(=O)(=O)C2)cc1 (centres undefined)	1.1%	0%	-16%	1%	11%
CCCCCc1nc2c(=O)n(C)c3ccccc3c2o1	6.9%	5%	4%	5%	10%
N#Cc1c(NCCN)nc(-c2ccco2)c2c1CCCC2	6.1%	-5%	6%	-1%	43%
COc1ccc(CNC(=O)C2CCN(S(=O)(=O)N3CCCCC3)CC2)cc1	i	2%	-1%	1%	4%
Cc1ccc(/C=N/NC(=O)C[n+]2ccccc2)o1	1.0%	9%	-4%	-7%	-1%
COc1ccc(C2C(C#N)=C(N)N(N(C)C)C3=C2C(=O)CC(C)(C)C3)cc1 (centres undefined)	i	-6%	-7%	12%	-3%
CCN(CC(=O)NC1CCS(=O)(=O)C1)C(=O)COc1ccccc1-c1ccccc1 (centres undefined)	i	1%	0%	-6%	3%
C[C@H](NC(=O)C1CCN(S(=O)(=O)c2ccccc2)CC1)C(=O)NCc1ccccn1	i	-7%	5%	-3%	-12%
C=C(C)CNC(=S)N/N=C/c1ccco1	0.3%	-6%	0%	u	u
CN(C)/C=C1/C=C(C=O)OC1=O	3.6%	9%	-4%	-5%	-4%
c1coc(Cn2c(-c3ccco3)nc3ccccc32)c1	0.8%	2%	3%	6%	x
COc1ccc(C(=O)CSc2nnnn2Cc2ccccc2)cc1	2.6%	-6%	23%	-11%	x
Nc1c(SCCC(=O)O)ccc2c1C(=O)c1ccccc1C2=O	0.8%	10%	5%	1%	16%
O=C1CC(N(C(=O)c2ccco2)c2ccc(F)cc2)C(=O)N1c1ccc(F)cc1 (centres undefined)	1.1%	6%	-3%	-12%	5%
Cc1c(CNC(=O)C2CC2)c(-n2cccc2)n(Cc2ccccc2)c1C	i	-32%	-8%	0%	-6%
Cc1c(NN=C(C#N)C#N)c(=O)n(-c2ccccc2)n1C	0.5%	0%	-12%	10%	-7%
CC(=O)C(C)Oc1ncn(-c2ccccc2)n1 (centres undefined)	1.0%	-9%	5%	-2%	-6%
O=C1CC(c2ccccc2)CC(O)=C1C=NCCN1CCOCC1 (centres undefined)	1.5%	2%	8%	4%	3%
Cc1ccc(NC(=O)OCc2cc(-c3ccccc3)on2)cc1	0.4%	8%	-4%	47%	26%
CCN1CCN(C(CNS(=O)(=O)c2ccc(Cl)cc2)c2cccnc2)CC1 (centres undefined)	1.1%	-14%	-4%	-6%	-9%
CNc1nnc(-c2cc3ccccc3oc2=O)s1	7.5%	-12%	-1%	-6%	-1%
CC(=O)Nc1ccc(N2C(=O)CSC2c2ccccc2)cc1 (centres undefined)	0.7%	-3%	-7%	4%	-9%
Cc1cc(N2CCN(c3cccc(C(F)(F)F)c3)CC2)n2nc(C)nc2n1	2.8%	1%	-3%	9%	-3%
COc1cc(OC)c(N(C)S(=O)(=O)c2cccc(C(=O)OCC(=O)NCc3ccco3)c2)cc1Cl	2.5%	-1%	-2%	6%	22%
COc1ccc(C(=O)n2cc(C(C)=O)c3ccccc32)cc1	i	-3%	2%	7%	9%
Cc1ccc2cccc(NC(=O)C(F)(F)F)c2n1	0.7%	0%	5%	-5%	44%	inhibitors of VEEV 10K pilot screen=2.4
O=c1ccc(C(F)(F)F)cn1Cc1cc(=O)n2cc(Br)ccc2n1	1.6%	5%	-12%	-3%	33%
CC(=O)c1ccc(N2CCN(CC(O)COC(c3ccccc3)c3ccccc3C)CC2)cc1 (centres undefined)	i	10%	17%	u	29%
O=C(COC(=O)c1ccc2ccccc2n1)c1ccccc1	i	-1%	-6%	23%	39%

Of the compounds above, these contain two or more sulfur atoms.
SMILES	inhibitors of VEEV	PhoP GFP inhibition	influenza NS1A	M. tuberculosis HTS	tuberculosis growth	others
Cc1cc(C)c(C#N)c(SCC(=O)Nc2ccc(S(=O)(=O)Nc3ncccn3)cc2)n1	1.4%	2%	-9%	-2%	33%
Cc1ccc(N2C(=O)CS/C2=N\C(=S)Nc2ccccc2)cc1	i	-8%	x	5%	2%
Cc1ccc(S(=O)(=O)N(c2ccc(Br)cc2)C2C=CS(=O)(=O)C2)cc1 (centres undefined)	1.1%	0%	-16%	1%	11%

Other results follow:
SMILES	inhibitors of VEEV	PhoP GFP inhibition	influenza NS1A	M. tuberculosis HTS	tuberculosis growth	others
COc1ccc(CNCC(O)(c2ccc(F)cc2)c2ccc(F)cc2)cc1	1.0%	7%	-7%	-1%	25%
CC(C)c1ccccc1NC(=O)c1cnccn1	0.7%	-7%	-1%	2%	66%
O=S(=O)(Nc1nc2ccccc2nc1NCc1ccco1)c1ccc(Cl)cc1	2.0%	1%	-12%	3%	12%
COCCCNC(=S)N1CCN(C)CC1	i	-2%	-16%	2%	-2%
O=C(COC(=O)C1C2CC3OC(=O)C1C3C2)Nc1cccc(C(F)(F)F)c1 (centres undefined)	i	-5%	-1%	-8%	-5%
Cc1ccc(C2N=C(N)Nc3nc(=O)c4ccccc4n32)cc1 (centres undefined)	1.4%	3%	-4%	6%	5%
COc1ccc(S(=O)(=O)n2[nH]c(=O)c(CCO)c2C)c([N+](=O)[O-])c1	0.5%	-2%	-2%	-6%	-4%
Cc1ccc(C(=O)Nc2c3c(nn2-c2ccccc2)CS(=O)(=O)C3)cc1C	0.6%	-6%	-9%	-10%	-10%
Cn1c(-c2ccccc2)c[n+]2c1CCCCC2	i	-13%	-10%	11%	0%
NS(=O)(=O)c1cccc(NC(=O)CC23CC4CC(CC(Br)(C4)C2)C3)c1	2.3%	4%	5%	6%	-8%
Cc1ccc(S(=O)(=O)NCC(c2ccccc2)N2CCN(CCC#N)CC2)cc1 (centres undefined)	0.5%	1%	0%	-7%	17%
COc1ccc(C)cc1NC(=O)COC(=O)C1COc2ccccc2O1 (centres undefined)	1.6%	x	-4%	-3%	2%
Cc1ccc(NC(=O)CSc2nnc([C@H](C)NC(=O)OC(C)(C)C)o2)c(C)c1	i	7%	x	2%	6%
COCCNC(=O)CNC(c1ccccc1)c1ccccc1	x	-13%	x	0%	-1%
Nc1[nH]c(=S)nc2nc(-c3ccccc3)c(-c3ccccc3)nc12	2.0%	5%	1%	5%	-20%
COCCOC(=O)c1c(C)nc(SCC(=O)Nc2ccc(OC)cc2)c(C#N)c1-c1ccco1	1.9%	-4%	0%	-6%	4%
COc1ccc(CNC(=O)C(C)NCc2ccc(S(N)(=O)=O)cc2)cc1 (centres undefined)	i	5%	0%	-1%	3%
O=C(NCC1CCCO1)c1ccc(OC2CCN(C(=O)C3CC3)CC2)cc1 (centres undefined)	i	2%	2%	1%	-40%
CCN(CC(=O)Nc1cccc(C(C)=O)c1)S(=O)(=O)c1ccccc1	0.8%	-7%	1%	-7%	x
CN(C)c1nc(N)nc(CSc2ccccn2)n1	0.8%	5%	-4%	-6%	5%	inhibitors of VEEV 10K pilot screen=1.5
C=CCN1C(=O)NC(=O)/C(=C/c2cnc(SC)nc2)C1=O	1.0%	-4%	-13%	-7%	3%
CCN(CC)C(=O)C(=O)Nc1ccc(OCc2ccccc2)cc1	1.2%	9%	-2%	18%	11%
O=C(CSc1nc(-c2ccccc2)cs1)Nc1cccc([N+](=O)[O-])c1	6.1%	-4%	2%	2%	u
O=C(NCCC1=CCCCC1)c1ccc(-n2cncn2)c([N+](=O)[O-])c1	i	7%	-3%	4%	11%
CN1CCN(C(c2ccccn2)c2cc(Cl)c3cccnc3c2O)CC1 (centres undefined)	7.4%	-17%	15%	4%	15%
Brc1ccc(C2=NC(Cc3ccccc3)CO2)cc1 (centres undefined)	0.4%	2%	2%	10%	58%
OCCNCc1cccc2ccccc12	i	1%	-12%	-8%	-16%
c1ccc(-n2c(-c3ccncc3)nnc2N2CCOCC2)cc1	0.7%	-8%	0%	-2%	-3%
O=C(CSc1nnc(CCCN2C(=O)c3cccc4cccc(c34)C2=O)n1-c1ccccc1)NCCCO	0.6%	0%	-2%	-1%	-29%
O=C(O)C1CCN(Cc2cccnc2)CC1	4.3%	-6%	0%	-5%	-3%
CN(C)C(=O)Oc1cccc2c(OC(=O)N(C)C)cccc12	1.3%	6%	4%	4%	4%
O=C(CSc1nnc(-c2c[nH]c3ccccc23)n1CC1CCCO1)Nc1ccc2c(c1)OCCO2 (centres undefined)	0.6%	-2%	19%	5%	25%
O=C(O)C(Cc1ccccc1)N=C(NS(=O)(=O)c1ccccc1)c1ccccc1 (centres undefined)	i	x	-1%	4%	-9%
CCC(NC(=O)COC(=O)C1CC2CCCC(C1)C2=O)c1ccc(Br)cc1 (centres undefined)	2.4%	1%	-7%	7%	28%
CC(=O)c1cccc(NC(=O)C2=CC(c3ccco3)=NS(=O)(=O)N2C)c1	3.9%	8%	-9%	0%	33%
O=c1[nH]c2ccccc2n1CCCOc1ccccc1	3.4%	-4%	-1%	-3%	34%
Cc1ccc(NC(=O)Cn2cnc3c(oc4nc5c(cc43)COC(C)(C)C5)c2=O)cc1	i	-2%	-2%	2%	-11%
COc1cccc(CNCCOCCO)c1OC	1.1%	-16%	-9%	6%	0%
COC(=O)CN1C(=O)[C@H]2[C@@H](/C=C/c3ccccc3)N3C(=O)CN(Cc4ccccn4)C(=O)[C@@]3(Cc3ccccc3)[C@H]2C1=O	x	x	x	-8%	4%
CCN1C(=O)c2ccc(C(=O)Nc3ccc4c(c3)OCO4)cc2C1=O	1.4%	-4%	-11%	-6%	11%
CC(Sc1nnnn1C1CC1)C(=O)N1CC(=O)Nc2ccccc21 (centres undefined)	1.3%	x	-11%	-18%	2%
CCOC(=O)c1nn(-c2ccc(F)cc2)c(C)c1C(C)=O	i	-15%	-11%	6%	6%
Cc1cc(C)cc(N=c2c([N+](=O)[O-])nn(-c3ccc(Cl)cc3)n2O)c1	1.2%	5%	>100µM*	21%	55%

Quoted from the results shown, seven compounds:
SMILES	inhibitors of VEEV	PhoP GFP inhibition	influenza NS1A	M. tuberculosis HTS	tuberculosis growth	others
CN(C)C(=O)Oc1cccc2c(OC(=O)N(C)C)cccc12	1.3%	6%	4%	4%	4%
O=C(CSc1nnc(-c2c[nH]c3ccccc23)n1CC1CCCO1)Nc1ccc2c(c1)OCCO2 (centres undefined)	0.6%	-2%	19%	5%	25%
O=C(O)C(Cc1ccccc1)N=C(NS(=O)(=O)c1ccccc1)c1ccccc1 (centres undefined)	i	x	-1%	4%	-9%
CCC(NC(=O)COC(=O)C1CC2CCCC(C1)C2=O)c1ccc(Br)cc1 (centres undefined)	2.4%	1%	-7%	7%	28%
CC(=O)c1cccc(NC(=O)C2=CC(c3ccco3)=NS(=O)(=O)N2C)c1	3.9%	8%	-9%	0%	33%
O=c1[nH]c2ccccc2n1CCCOc1ccccc1	3.4%	-4%	-1%	-3%	34%
Cc1ccc(NC(=O)Cn2cnc3c(oc4nc5c(cc43)COC(C)(C)C5)c2=O)cc1	i	-2%	-2%	2%	-11%

Screening results from PubChem BioAssay.

Not a hit list. Share with any hit: about 1.5%.
